# ATG4B inh = ATG4B (human) cysteine protease inhibition | ATG4B cleavage of LC3-PLA2, NBD-HPC fluorescence, 1 h | 340,000 tested, 0.51% active | inhibition, % at 8.33 µM | AID 504462 | Q9Y4P1; in the data active = inhibition above about 40%
# APOBEC3A inh = human APOBEC3A DNA deaminase inhibition; inhibition, % at 20 µM; AID 493011; P31941; 330,000 tested, 0.41% active; recombinant A3A, FAM/TAMRA ssDNA deamination fluorescence;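 active = at least 40% inhibition at 20 µM here, with at most 30% in a related deaminase screen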;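 also: plate controls were A3A with DMSO for no effect and wells lacking A3A enzyme for full effect; some results filed as inactive read as strong as hits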
# Target sequence (P31941 whole entry, looked up): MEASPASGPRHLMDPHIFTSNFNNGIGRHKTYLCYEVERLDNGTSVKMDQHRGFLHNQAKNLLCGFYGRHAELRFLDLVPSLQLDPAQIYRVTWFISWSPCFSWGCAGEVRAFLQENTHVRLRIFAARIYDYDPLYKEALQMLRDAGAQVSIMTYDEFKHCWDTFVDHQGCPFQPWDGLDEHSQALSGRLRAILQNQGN
# MPTP block = blocks calcium-induced mitochondrial swelling | isolated mouse mitochondria, Ca2+ swelling absorbance, 30 min | 360,000 tested, 1.4% active | inhibition, % at 10 µM;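 active = inhibition of 50% or more, scaled per plate between neutral and stimulator controls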;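 also: 0% = DMSO wells given calcium and 100% = 1 mM EGTA wells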
# hIAP activ = increases human intestinal alkaline phosphatase activity; P09923; purified human IAP, CDP-Star luminescence, 30 min; stronger effect = higher value; 1 = vehicle-only enzyme, 0 = enzyme-free background; activation factor at 10 µM; 330,000 tested, 0.16% active; AID 2524;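 active = activation factor of the enzyme at least 2-fold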; also: the source names both 10 and 20 µM as test concentration; values of inactives mirror those of a sister screen read the other way
# Target sequence (P09923 whole entry, looked up): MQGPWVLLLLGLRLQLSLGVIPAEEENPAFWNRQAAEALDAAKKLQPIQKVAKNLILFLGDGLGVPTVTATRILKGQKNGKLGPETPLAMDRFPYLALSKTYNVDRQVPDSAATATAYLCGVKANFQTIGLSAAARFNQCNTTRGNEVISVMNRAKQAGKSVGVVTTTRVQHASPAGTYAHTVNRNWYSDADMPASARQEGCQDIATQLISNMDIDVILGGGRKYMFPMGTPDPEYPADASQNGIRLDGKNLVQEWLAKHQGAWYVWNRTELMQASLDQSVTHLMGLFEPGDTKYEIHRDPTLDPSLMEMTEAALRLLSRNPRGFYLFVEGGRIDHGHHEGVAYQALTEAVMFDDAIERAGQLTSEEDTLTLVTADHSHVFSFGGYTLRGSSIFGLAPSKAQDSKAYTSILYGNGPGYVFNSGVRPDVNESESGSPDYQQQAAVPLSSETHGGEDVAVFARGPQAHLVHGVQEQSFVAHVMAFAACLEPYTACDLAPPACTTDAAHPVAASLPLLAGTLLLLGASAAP
# mIAP act = increases mouse intestinal alkaline phosphatase activity. AID 2805. activation factor at 10 µM. muIAP, CDP-Star luminescence, 30 min; stronger effect = higher value; 1 = vehicle-only enzyme signal, 0 = enzyme-free wells. 330,000 tested, 0.24% active;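 active = activation factor of at least 2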; also: the source names both 10 and 20 µM as test concentration; values of inactives mirror those of a sister screen read the other way
#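 Assay system: mouse IAP enzyme; reagent: chemiluminescent substrate CDP-Star; dosing: test compounds delivered from DMSO solution; schedule: 30 min at room temperature; measured by: luminescence from enzymatic CDP-Star hydrolysis; controls: DMSO-only wells and no-enzyme negative control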
# mIAP block = mouse IAP inhibition; purified mouse IAP, CDP-Star luminescence, 30 min; inhibition, % at 10 µM; 330,000 tested, 0.2% active; AID 2806;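 active = inhibition of at least 40% at 10 µM in the primary screen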;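 also: plate controls were DMSO with enzyme for no effect and no enzyme wells for full effect; values of inactives mirror those of a sister screen read the other way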
# hIAP inh = blocks human intestinal alkaline phosphatase | P09923 | purified IAP, CDP-Star luminescence, 30 min | inhibition, % at 10 µM | 330,000 tested, 0.12% active;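 active = inhibition reaching a set limit with compound at 10 µM in the primary screen, cut at about 35% in these data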;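 also: plate controls were DMSO wells with enzyme for no effect and no-enzyme buffer wells for full effect; values of inactives mirror those of a sister screen read the other way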
# beta cell repl = inducers of beta-cell replication in MIN6 cells; 330,000 tested, 0.29% active; MIN6 cells proliferation, ATPlite luminescence, 48 h; cells starved in 0.2% serum; 100% = growth in 10% serum; proliferation, % at 10 µM;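 active = compounds whose signal lies at least 3.5 SD above the mean of all wells on their plate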;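 also: 0% = DMSO-treated cells in low-serum medium and 100% = 10% serum control; some compounds called inactive have numbers as strong as hits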
# APOBEC3G inh = inhibitors of human APOBEC3G DNA deaminase; Q9HC16; recombinant A3G, ssDNA deamination FAM/TAMRA fluorescence; inhibition, % at 20 µM; 330,000 tested, 0.28% active;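 active = inhibition of at least 40% at 20 µM, with no more than 30% in the related APOBEC3A deaminase screen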;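 also: plate controls were DMSO wells with A3G for no effect and wells lacking A3G enzyme for full effect; some compounds called inactive have numbers as strong as hits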
# Starred values were filed as active, the others as inactive; . = no result given.
SMILES,ATG4B inh,APOBEC3A inh,MPTP block,hIAP activ,mIAP act,mIAP block,hIAP inh,beta cell repl,APOBEC3G inh
CCN1CCN(c2ccc(S(=O)(=O)N3CCCCC3)cc2NC(=O)c2ccc(F)cc2)CC1,-12,36,-0.1,1.1,1.1,-5,-7,0,16
CCOc1ccc(C=NNc2ccc(S(=O)(=O)Nc3ccccc3C(=O)O)cc2[N+](=O)[O-])cc1,10,0,38,0.95,0.85,15,5,-6,0
COc1ccc(OC(C)C(=O)Nc2cccc([N+](=O)[O-])c2)cc1 (stereo not given),6,1,-0.1,1,0.94,6,0,0,-1
O=C1CCCN1c1cc(Cl)cc(Cl)c1,-8,-1,0.0,1.1,0.98,2,-8,1,-4
O=C(Oc1ccc(C(=S)N2CCOCC2)cc1)c1ccc(F)cc1,4,-3,0.7,1.2,0.93,7,-21,-5,-2
C/C(CC(=O)Nc1ccc(Cl)cc1Cl)=N\NC(=O)c1cnccn1,-10,-2,0.9,1.3,1,0,-30,-4,-3
Cc1nn(Cc2ccc(Br)cc2)c(C)c1NC(=O)c1nn(C)cc1Cl,-8,-1,-1.1,1.1,0.95,5,-15,-3,-5
O=C(COC(=O)c1ccc[nH]c1=O)NC1CCCC1,0,6,0.6,0.85,1.1,-8,15,-2,1
CCc1ccc(OCC(=O)NC(=S)Nc2ccc(F)cc2)c(Br)c1,-2,2,3.5,1.3,1.1,-7,-26,-2,-1
c1ccc(-n2nnc3c(N4CCOCC4)ncnc32)cc1,20,0,0.8,1,0.97,3,0,-4,1
Nc1ccccc1-c1nc2ccccc2[nH]c1=O,-5,3,-1.0,0.97,1,-3,3,1,0
COC(=O)C1=C(C(C)=O)C(c2ccc(C)cc2)n2nnnc2N1 (stereo not given),-3,-3,-1.4,0.97,0.99,1,3,0,-3
OCC1CCCN(C(=S)Nc2ccc(Oc3ccccc3)cc2)C1 (stereo not given),2,0,0.0,0.87,1.1,-8,13,-4,-5
CCCCC1CCC(C(=O)OCC(=O)Nc2ccc(S(N)(=O)=O)cc2)CC1 (stereo not given),-15,-3,-0.8,0.92,1,-5,8,-1,0
CN(C(=O)COc1cc(=O)n(C)c2ccccc12)c1cccc(Cl)c1,-6,-3,-3.3,0.84,0.93,7,16,-1,-4
CCOCCCNC(=O)Cn1cnc2c(cnn2-c2ccc(OC)cc2)c1=O,-1,-6,0.7,1.3,1,-1,-26,-3,-7
CSc1nc(-c2cccs2)c(C#N)c(=O)[nH]1,-12,3,4.7,1.1,0.95,5,-14,2,-8
CC(NC(=O)CNC(=S)N(Cc1cccs1)C1CCCC1)c1ccccc1 (stereo not given),-12,-3,0.6,1.2,1.1,-14,-16,2,-2
Cn1c(=O)[nH]c(=O)c2c1nc(N1CCOCC1)n2CCN1CCOCC1,1,-4,-1.3,1,1,0,-2,-4,-5
CC1CCN(CCCNc2cc(NCCO)c([N+](=O)[O-])c3nonc23)CC1,3,-1,-0.9,0.94,0.94,6,6,-5,-6
O=C1C(Cl)=C(NC2CCCCC2)C(=O)N1Cc1ccccc1,16,-2,0.9,1,0.91,9,0,-5,-4
O=C(NCC1COc2ccccc2O1)C1CCCN(S(=O)(=O)c2cccc3cccnc23)C1 (stereo not given),-4,0,-3.0,0.84,0.94,6,16,-1,-4
CCCS(=O)(=O)c1nc(S(=O)(=O)c2ccc(C)cc2)c(N2CCN(CCO)CC2)s1,2,-2,-0.4,1,1,-4,-2,-3,9
CCN1C(=O)N[C@@H](c2cccc(C(F)(F)F)c2)C(C(=O)OC)=C1C,12,1,0.4,1,1,-2,-3,1,-9
OC1(c2ccc(Br)cc2)CN(c2ccccc2)C2=[N+]1CCS2 (stereo not given),9,5,1.9,0.82,1,-4,18,-4,1
COc1ccc(Cl)cc1NC(=O)CN(C)CC(=O)Nc1ccccc1N1CCOCC1,-5,3,-0.4,1.2,0.97,3,-23,-2,-4
CCCn1nnc(NC(=S)NC(=O)CC)n1,1,-2,-1.5,0.95,0.99,1,5,-1,-1
Cn1c(C(=O)N2CCCc3ccccc32)cc2c(=O)n3ccccc3nc21,.,3,.,1.1,1.1,-6,-12,-3,3
CCCN1CCN(CCNC(=O)Nc2ccccc2Cl)CC1,-5,5,1.4,1.1,1.1,-7,-7,-3,0
O=S(=O)(N/N=C\C=C\c1ccccc1)c1ccc(Cl)cc1,13,1,-1.9,1,0.94,6,-1,-3,2
O=C(Cn1cc(C(F)(F)F)ccc1=O)N/N=C/c1ccc(Cl)cc1Cl,1,5,0.3,1.4,1.1,-6,-39,0,-4
CCN(C(=O)COc1cc(OC)ccc1C(C)=O)C1CCS(=O)(=O)C1 (stereo not given),1,-2,-1.3,1.1,0.92,8,-11,-3,-10
CCCc1ccc(NC(=O)C2CCN(c3cnccn3)CC2)cc1,-4,-1,-0.5,1.1,1.1,-7,-7,0,-3
COC(=O)C1=C(C)N(c2cc(C)cc(C)c2)/C(=C/c2ccco2)C1=O,10,13,-1.1,0.94,0.92,8,6,-2,0
Cc1cc(C)c(NC(=O)CS(=O)CC(=O)NCCN2CCCCCC2)c(C)c1 (stereo not given),-14,-4,0.3,1.1,0.92,8,-6,2,-9
COc1ccc(C(=O)NC(C)c2cccnc2)cc1S(=O)(=O)N(C)Cc1ccccc1 (stereo not given),-8,-4,-1.1,0.89,0.96,4,11,-2,-7
CC1C(=O)NN=C1C(=O)N/N=C/c1cccs1 (stereo not given),-3,-2,-1.1,1,1,-1,-2,-3,-8
CCCOc1ccc(C(=O)CCNc2ccc(C)c(Cl)c2)cc1,0,1,0.0,1,1.1,-7,-2,-2,0
CC(=O)Nc1ccc(-n2nnnc2SCC(=O)NC2CCCC2)cc1,-8,-4,-2.0,1,0.94,6,-3,-3,-14
Cc1ccccc1CSc1nc2c(c(=O)[nH]1)CCCC2,.,0,.,0.88,0.97,3,12,-1,-2
CC(=O)Nc1ccc(S(=O)(=O)NC2(C(F)(F)F)C(=O)Nc3c2c(=O)n(C)c(=O)n3C)cc1 (stereo not given),0,1,-2.8,0.82,0.97,3,18,0,-7
COc1cccc(C(=O)Nc2c3c(nn2-c2ccc([N+](=O)[O-])cc2)CS(=O)(=O)C3)c1,-7,-3,1.2,1,0.93,7,-2,-3,3
Cc1cc(C)c(C#N)c(OCC(=O)c2ccc(Br)cc2)n1,9,-1,1.5,0.9,0.98,2,10,-1,-2
O=C(COC(=O)C1CCCCC1)Nc1cc([N+](=O)[O-])ccc1F,-1,1,1.0,0.87,0.94,6,13,-3,-7
CCC(C)c1ccc(NC(=O)CC(C)=O)cc1 (stereo not given),-6,2,2.3,0.92,1.1,-8,8,-6,-2
CCOc1cc(C(=O)Nc2ccc(C(=O)NCCN(CC)CC)cc2)ccc1OCC(=O)N1CCOCC1,-5,-1,-1.2,0.86,0.94,6,14,-1,-9
COCCCN=Cc1c(-c2ccccc2)[nH]n(-c2nc3ccccc3s2)c1=O,-25,3,2.8,1.1,1,0,-9,1,0
CC(C)(C)c1ccc(NC(=O)N2CCN(c3ccc([N+](=O)[O-])cn3)CC2)cc1,-5,-3,67*,1.1,0.9,10,-8,-4,-3
CSCCC(NS(=O)(=O)c1ccc(C)cc1)C(=O)NNC(=O)c1csc(N2CCOCC2)n1 (stereo not given),1,2,0.9,2*,0.68,32,-103,1,-2
O=C(CCN1CCN(c2ccccc2F)CC1)c1ccc(Br)cc1,-2,-1,112*,0.91,1,0,9,-5,3
CCn1c(CNc2cccc(C(F)(F)F)c2)n[nH]c1=S,3,-3,2.5,1.2,0.95,5,-22,-4,8
Cc1ccccc1NS(=O)(=O)c1ccc2[nH]c(=O)[nH]c2c1,-5,-2,-1.0,0.93,0.91,9,7,0,-7
COn1c(SCc2ccc(C)cc2C)nc2ccccc2c1=O,9,-2,8.0,1.1,0.99,1,-12,-5,-8
O=C(CSc1n[nH]c(-c2ccco2)n1)Nc1ccccc1F,-12,0,0.8,1.1,0.99,1,-9,0,-5
CCCC(C)c1nnc(NC(=O)C2CC(=O)N(CCc3ccc(F)cc3)C2)s1 (stereo not given),-14,2,-0.5,1.1,0.88,12,-6,0,45*
O=C(CSc1nnc(-c2cccs2)n1CC1CCCO1)N1CCCC1 (stereo not given),2,-6,0.8,0.96,1.1,-5,4,0,-18
CCCn1nc(C(=O)Nc2cc(S(=O)(=O)Nc3ccc(OC)cc3)ccc2O)c2ccccc2c1=O,-7,1,6.1,1.3,0.88,12,-33,-4,-3
C/C(O)=C(\C#N)P(=O)(c1ccccc1)c1ccccc1,8,2,0.3,1,1.1,-6,-2,-1,6
Cc1ccc(C(=O)NCCc2cccc(Cl)c2)cc1[N+](=O)[O-],-7,-6,13,0.96,0.9,10,4,-4,-8
Cc1ccc(S(=O)(=O)Cc2ccc(C(=O)OCc3ccccc3)cc2)cc1,2,1,-0.2,0.85,0.94,6,15,1,3
OCCn1c(C(F)(F)F)nc2ccccc21,13,-3,-3.6,0.86,1,-1,14,-1,-5

# Structures shown so far containing a Cl atom (11):
SMILES,ATG4B inh,APOBEC3A inh,MPTP block,hIAP activ,mIAP act,mIAP block,hIAP inh,beta cell repl,APOBEC3G inh
O=C1CCCN1c1cc(Cl)cc(Cl)c1,-8,-1,0.0,1.1,0.98,2,-8,1,-4
C/C(CC(=O)Nc1ccc(Cl)cc1Cl)=N\NC(=O)c1cnccn1,-10,-2,0.9,1.3,1,0,-30,-4,-3
Cc1nn(Cc2ccc(Br)cc2)c(C)c1NC(=O)c1nn(C)cc1Cl,-8,-1,-1.1,1.1,0.95,5,-15,-3,-5
CN(C(=O)COc1cc(=O)n(C)c2ccccc12)c1cccc(Cl)c1,-6,-3,-3.3,0.84,0.93,7,16,-1,-4
O=C1C(Cl)=C(NC2CCCCC2)C(=O)N1Cc1ccccc1,16,-2,0.9,1,0.91,9,0,-5,-4
COc1ccc(Cl)cc1NC(=O)CN(C)CC(=O)Nc1ccccc1N1CCOCC1,-5,3,-0.4,1.2,0.97,3,-23,-2,-4
CCCN1CCN(CCNC(=O)Nc2ccccc2Cl)CC1,-5,5,1.4,1.1,1.1,-7,-7,-3,0
O=S(=O)(N/N=C\C=C\c1ccccc1)c1ccc(Cl)cc1,13,1,-1.9,1,0.94,6,-1,-3,2
O=C(Cn1cc(C(F)(F)F)ccc1=O)N/N=C/c1ccc(Cl)cc1Cl,1,5,0.3,1.4,1.1,-6,-39,0,-4
CCCOc1ccc(C(=O)CCNc2ccc(C)c(Cl)c2)cc1,0,1,0.0,1,1.1,-7,-2,-2,0
Cc1ccc(C(=O)NCCc2cccc(Cl)c2)cc1[N+](=O)[O-],-7,-6,13,0.96,0.9,10,4,-4,-8

# Source: PubChem
